CHT PAM: CHT positive allosteric modulators, primary screen, cell-based, membrane potential dye, choline EC20 | B-score at 10 µM | 0.49% of 310,000 active | CHT-expressing cells; active compounds read high; LV-AA mutant CHT in HEK293 cells;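 active means initial fluorescence not abnormally high and integrated response B-score, plate-corrected, over 3 SD above library mean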
Target sequence (Q9GZV3 whole entry, looked up): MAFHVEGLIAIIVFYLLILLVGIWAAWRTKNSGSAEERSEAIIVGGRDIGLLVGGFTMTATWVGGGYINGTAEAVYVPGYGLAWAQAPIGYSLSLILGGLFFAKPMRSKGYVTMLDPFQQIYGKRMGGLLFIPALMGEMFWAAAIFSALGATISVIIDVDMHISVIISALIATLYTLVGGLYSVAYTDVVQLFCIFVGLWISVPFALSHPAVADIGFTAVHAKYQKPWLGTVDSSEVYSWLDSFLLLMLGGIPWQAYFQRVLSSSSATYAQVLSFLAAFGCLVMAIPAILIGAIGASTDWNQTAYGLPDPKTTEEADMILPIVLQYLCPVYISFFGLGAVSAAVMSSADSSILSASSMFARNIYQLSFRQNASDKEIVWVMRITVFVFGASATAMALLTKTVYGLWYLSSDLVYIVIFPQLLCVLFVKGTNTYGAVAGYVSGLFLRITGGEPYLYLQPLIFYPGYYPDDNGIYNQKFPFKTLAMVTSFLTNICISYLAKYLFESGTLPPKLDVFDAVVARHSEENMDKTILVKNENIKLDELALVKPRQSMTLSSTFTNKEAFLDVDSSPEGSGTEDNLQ
OX1R antagonist: OX1R (HCRTR1) antagonists, primary screen, fluorescence, CHO/OX1R cells, Fluo-8 calcium, orexin A. 0.43% of 330,000 active. Fluo-8 calcium fluorescence. inhibition, % at 5 µM;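 active means inhibition above its plate's threshold, mean inhibition of all tested compounds on the plate plus 3 SD, cut at about 37% in these data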;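 further: 0% = orexin A challenge wells and 100% = SB-334867-A antagonist wells; not every result past the cut was called active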
Target sequence (O43613 whole entry, looked up): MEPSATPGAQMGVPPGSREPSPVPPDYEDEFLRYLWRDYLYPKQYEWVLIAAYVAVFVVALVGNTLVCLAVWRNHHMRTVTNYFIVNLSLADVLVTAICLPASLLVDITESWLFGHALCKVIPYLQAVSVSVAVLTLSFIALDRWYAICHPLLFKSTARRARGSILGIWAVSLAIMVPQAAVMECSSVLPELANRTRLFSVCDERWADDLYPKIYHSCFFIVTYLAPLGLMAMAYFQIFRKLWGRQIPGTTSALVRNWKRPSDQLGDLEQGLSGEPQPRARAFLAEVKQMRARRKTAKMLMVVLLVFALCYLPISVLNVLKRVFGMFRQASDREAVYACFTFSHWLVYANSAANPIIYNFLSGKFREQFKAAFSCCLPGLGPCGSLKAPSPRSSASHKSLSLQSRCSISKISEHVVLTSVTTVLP
Starred values were filed as active, the others as inactive; i = inactive; · = no result given.

Start of the listing, in advance:
SMILES	CHT PAM	OX1R antagonist
CC(C)(C)NC(=S)NNC(=O)c1ccc2ncccc2c1	i	-10.4
CC(C)(C(=O)c1ccccc1)/[N+]([O-])=C/c1ccc(F)cc1	i	3.2
C/C(=N\Nc1cc(-c2ccccc2)nc(-c2ccc(Br)cc2)n1)c1cccc(N)c1	i	-10.9
CN1CCc2c(sc3nc(NN)n(Cc4ccccc4)c(=O)c23)C1	i	-9.2
CCc1c(C)sc(NC(=O)CCc2ccc(OC)cc2)c1C(N)=O	i	-24.7
O=C(C[C@@H]1C/C=C/CC[C@@H](Cc2ccc(F)cc2)C(=O)O[C@@H](c2ccccc2)CNC1=O)NCCO	·	-28.7

The whole of this part, previewed entries included:
SMILES	CHT PAM	OX1R antagonist
CC(C)(C)NC(=S)NNC(=O)c1ccc2ncccc2c1	i	-10.4
CC(C)(C(=O)c1ccccc1)/[N+]([O-])=C/c1ccc(F)cc1	i	3.2
C/C(=N\Nc1cc(-c2ccccc2)nc(-c2ccc(Br)cc2)n1)c1cccc(N)c1	i	-10.9
CN1CCc2c(sc3nc(NN)n(Cc4ccccc4)c(=O)c23)C1	i	-9.2
CCc1c(C)sc(NC(=O)CCc2ccc(OC)cc2)c1C(N)=O	i	-24.7
O=C(C[C@@H]1C/C=C/CC[C@@H](Cc2ccc(F)cc2)C(=O)O[C@@H](c2ccccc2)CNC1=O)NCCO	·	-28.7
COc1cc(OC)c(-n2cc(-c3ccc(Cl)cc3)[nH]c2=O)cc1Cl	i	30.4
CN(c1ccc(C(=O)NCCSCc2ccco2)cc1)S(C)(=O)=O	i	-5.4
c1ccc2c(c1)[nH]c1nc(SCCN3CCOCC3)nnc12	i	-11.9
COc1ccccc1OCc1ccc(C(=O)N2CCN(C)CC2)o1	i	-10.8
COc1ccc(NC(=O)CCS(=O)(=O)c2cc3c(cc2Cl)NC(=O)CO3)cc1OC	i	4.0
CSc1nc(NS(=O)(=O)c2cc(C)c(Cl)cc2Cl)nn1C	i	-1.4
Cc1ccc(C(=O)O)cc1NC(=O)Nc1cccc2ccccc12	i	7.3
COc1ccc(N(C(=O)c2ccco2)C(C(=O)NC2CCCC2)c2cccs2)cc1 (stereo unspecified)	i	-47.9
O=C(c1ccc(F)cc1)c1cc2ccccc2o1	i	-21.5
CN(C)CCCN(C(=O)c1sc2ccccc2c1Cl)c1nc2c(F)cccc2s1	i	-24.3
CN(C)CCNC(=O)C(=O)NCC(c1ccc2c(c1)OCO2)N1CCN(c2ccc(F)cc2)CC1 (stereo unspecified)	i	-23.8
CCNC(=S)N(Cc1ccco1)Cc1cc2cc(OCC)ccc2[nH]c1=O	i	-19.8
CCOCCCNC(=O)c1ccc(N(C)S(=O)(=O)c2ccc(OC)cc2)cc1	i	-7.7
Cc1ccccc1N=C(NOCc1ccc(Cl)cc1Cl)c1nonc1N	i	10.6
COc1ccccc1N1CCN(S(=O)(=O)CCNC(=O)c2cc(=O)c3ccccc3o2)CC1	i	-46.3
Cn1c(=O)n(C)c2cc(/C=N/N=C3/NC(=O)C(CC(=O)O)S3)ccc21 (stereo unspecified)	i	4.5
COC(=O)CN(n1cnnc1)S(=O)(=O)c1ccc(C)cc1	i	-13.6
CN(C(=S)NC(=O)c1ccccc1Br)C1CCCCC1	i	-31.1
O=C(COc1ccc(Br)cc1Cl)NC(=S)Nc1ccccn1	i	-11.0
CCOc1ccc(S(=O)(=O)N2CCCC(C(=O)N3CCOCC3)C2)cc1C (stereo unspecified)	i	-29.9
COc1ccccc1CNc1ccc(N2CCOCC2)c(C(=O)O)c1	i	-5.5
Cc1ccc(NC(=O)CS(=O)CC(=O)NCCCN(C)c2ccccc2)cc1 (stereo unspecified)	i	-6.0
O=C(C1CCN(S(=O)(=O)c2cccs2)CC1)N1CCN(c2ccccc2)CC1	i	-13.7
Cc1ccc(NC(=O)CCSc2nnc(Cc3ccccc3)o2)cc1	i	6.0
NC1=NC[C@H](CC2CCCCC2)N1CCc1cc(C(F)(F)F)cc(C(F)(F)F)c1	i	-26.2
CN(Cc1ccccc1F)C(=O)c1sccc1-c1ccccc1	i	-29.5
Nc1cc(N2CCOCC2)c(Cl)cc1[N+](=O)[O-]	i	-19.9
Cc1cc(=O)oc(C)c1C(=O)OC(C(=O)c1ccccc1)c1ccccc1 (stereo unspecified)	i	-30.6
Cc1nn2c(nc1=O)SCC(c1ccccc1)=N2	i	-15.0
CSc1nc2ccsc2c(=O)n1-c1ccccn1	i	-5.5
CN(Cc1ccccc1)C(=O)c1ccccc1NC(=O)c1ccco1	i	-18.9
COc1ccc(CCNC(=O)C2CCCN(c3ncccn3)C2)cc1 (stereo unspecified)	i	-28.7
O=S(=O)(/N=C(/Sc1ccccc1)c1ccccc1)c1ccccc1	i	0.8
CC[n+]1c(/C=C/N(C)c2ccccc2)oc2ccc(F)cc21	i	4.6
C[C@@H]1C(c2ccccc2)=NN(c2ccc(Br)cc2)[C@H]1C(=O)N1CCOC1=O	·	7.9
CS(=O)(=O)c1cccc(C(=O)Nc2cccc(-c3nc4ccccc4[nH]3)c2)c1	i	-6.2
Cc1nc2cc(NCc3cc([N+](=O)[O-])ccc3O)ccc2n1Cc1ccccc1	i	-4.1
O=C(NCc1ccccc1)C(c1ccco1)N(C(=O)c1csnn1)c1ccccc1 (stereo unspecified)	i	-23.2
CCCc1cnc(N2CCN(S(=O)(=O)c3cccs3)CC2)nc1	i	-1.9
O=c1oc(-c2ccccc2Cl)nc2ccsc12	i	-9.5
CC(=O)NC(c1cc(Cl)c2cccnc2c1O)C(C)C (stereo unspecified)	·	-15.4
COc1cc(C(=O)N(Cc2ccc(N(C)C)cc2)C2CCS(=O)(=O)C2)cc(OC)c1OC (stereo unspecified)	i	-15.4
Cc1ccc(C)c(N2CCN(C(=O)c3cc4c(C)nc5ccccc5c4o3)CC2)c1	i	-66.8
COc1ccccc1N1CCN(C(c2cccs2)c2nnnn2C2CCCC2)CC1 (stereo unspecified)	i	-22.2
Nc1nc(NC(=O)c2ccccc2Cl)nn1-c1ccccc1	i	-11.4
C=CCN(C(=O)c1csnn1)C(C(=O)NCc1ccc(F)cc1)c1ccccc1 (stereo unspecified)	i	-25.1
Cc1cn(CC(=O)c2ccccc2)c2ccccc12	i	-22.5
COc1ccc(S(=O)(=O)N(C)c2ccc(C(=O)N3CCN(c4ccccc4)CC3)cc2)cc1OC	i	-29.8
COc1cc(C(CCN2CCCC2)c2c(OC)cc(OC)c3c(C)cc(=O)oc23)cc(OC)c1OC (stereo unspecified)	i	-23.3
O=C(Nc1cccc([N+](=O)[O-])c1)c1ccc2nc(N3C(=O)CCC3=O)sc2c1	i	-6.0
CC1CCC2(CC1)NC(=O)N(CC(=O)Nc1nc(-c3ccc(F)cc3)cs1)C2=O (stereo unspecified)	i	-24.2
CC(C)=C1SC(N2CCN(Cc3ccccc3)CC2)=NC1=O	i	2.2
O=C(CN1CCN(S(=O)(=O)c2ccccc2)CC1)Nc1ccnn1C1CCCC1	·	-14.8
CCN(CC)C(=O)c1sc2nc(Cc3ccccc3)[nH]c(=O)c2c1C	i	-52.0

Next section
SMILES	CHT PAM	OX1R antagonist
CC1CCCC(C)N1C(=C(Cl)Cl)C(=C1SCCS1)[N+](=O)[O-] (stereo unspecified)	i	-27.2
C=CCNC(=O)c1ccc(-c2nc3ccccc3nc2-c2ccccc2)cc1	i	-9.3
Cc1ccccc1C1c2[nH]c3ccccc3c2C[C@H]2C(=O)N(c3ccccc3C(=O)NCCCN3CCOCC3)C(=O)N12 (stereo partly specified)	i	-29.8
Nc1cc(=O)[nH]c(SCC(=O)N2CCC(Cc3ccccc3)CC2)n1	·	-18.4
Cc1cc(C)cc(NC(=O)c2cc(=O)c3ccccc3o2)c1	i	-18.7
Cc1ccc(S(=O)(=O)N2CCN(C(=O)COC(=O)Cc3cccc(C(F)(F)F)c3)CC2)c(C)c1	i	-5.3
COc1ccc(-c2nc(CS(=O)CC(=O)N3CCOCC3)c(C)o2)cc1OC (stereo unspecified)	i	-5.4
Nc1nonc1-n1nnc(C(=O)N/N=C/c2ccc(OCc3ccccc3F)cc2)c1CN1CCCCC1	i	-9.7
N/C(=N/OC(=O)c1ccccc1Cl)c1ncc([N+](=O)[O-])s1	i	-21.1
CC(C)(CNC(=O)c1ccccc1NS(C)(=O)=O)N1CCCCC1	i	-1.4
Cc1cc(C(=O)NNC(=O)CCCCC(=O)NNC(=O)c2cc(C)[nH]n2)n[nH]1	i	-4.4
COc1cccc(C=Nc2ccccc2C#N)c1O	i	-13.0
OCC(Cc1ccc2c(c1)OCO2)C(CO)Cc1ccc2c(c1)OCO2 (stereo unspecified)	i	8.8
COCCN(C(=S)Nc1ccccc1C)C(C)c1cccnc1 (stereo unspecified)	i	2.0
COc1ccc(C(=O)Nc2nc3c(s2)Cc2cc(OC)ccc2-3)cc1	i	-19.9
COc1cc(C(=S)N2CCOCC2)cc(OC)c1OS(=O)(=O)c1ccc(Cl)cc1	i	6.8
Cc1ccc(C#N)c(SCc2nnc(-c3ccc(Cl)cc3)o2)n1	i	-12.0
C[C@H](NC(=O)N1CCn2c1nc1ccccc12)C(=O)N1CCCCC1	i	-0.9
CCc1ccc(NC(=O)Nc2cnccn2)cc1	i	-2.2
COc1ccc(OC)c(NC(=O)CCn2c(=S)[nH]c3ccccc3c2=O)c1	i	-17.4
O=C(NC(=S)NCc1cccnc1)c1ccc([N+](=O)[O-])cc1	i	-17.3
COc1ccc(N(C(=O)c2snc(C(N)=O)c2N)C(C(=O)NC2CCCC2)c2cc(OC)ccc2OC)c(OC)c1 (stereo unspecified)	i	-25.1
Cc1nnc(N/N=C/c2ccc(-c3ccccc3F)o2)n1N	i	-9.0
COc1cc(/C=C/C(=O)OCC(=O)Nc2cc(S(=O)(=O)N(C)C)ccc2Cl)ccc1O	i	-8.3
CC(=O)N1CCN(C(=S)Nc2ccc(Oc3ccccc3)cc2)CC1	i	-4.3
COc1cccc(NC(=O)C2C3C=CC4(O3)C2C(=O)N(CCCN2CCCC(C)C2)C4C(=O)NC2CCCCC2C)c1 (stereo unspecified)	i	-7.8
COc1ccc(NC(=S)NC23CN4CN(CN(C4)C2)C3)c(OC)c1	i	-6.6
Cc1cccc(OCCN2C(=O)C(=O)c3cccc(C)c32)c1	i	-29.3
CCOc1ccc(CN(C)CC(=O)Nc2ccc([N+](=O)[O-])cc2Cl)cc1	i	-28.4
COCCCN(C(=O)c1cc(-c2ccco2)nc2ccccc12)c1c(N)n(Cc2ccccc2)c(=O)[nH]c1=O	i	-26.4
COC(=O)CC1C(=O)NCCN1C(=S)Nc1ccccc1 (stereo unspecified)	i	-16.5
CCC(CC)NC(=O)COC(=O)c1cc(Br)ccc1Cl	i	-23.2
CCn1c(=O)cc(SCC(=O)N2CCN(Cc3ccc4c(c3)OCO4)CC2)c2ccccc21	i	-36.0
C=CCN1C(=O)/C(=C2/Sc3ccc(OC)cc3N2C)SC1=Nc1ccccc1	i	-6.6
Cn1c(SCC(=O)NC2CC2)nnc1-c1cccs1	i	-7.4
CC(C)OCCCNC(=O)Cn1ncc2c(=O)oc3ccccc3c21	i	-6.2
CCN1CCN(Cc2ccc(NC(=O)CC3Oc4ccc(C)cc4NC3=O)cc2)CC1 (stereo unspecified)	i	-10.2
CCC(=O)OCCNc1cc(SCCC(=O)OC)c2nonc2c1[N+](=O)[O-]	i	-20.3
O=C(O)c1cc(/C=C/C(=O)c2cc(F)ccc2O)c2c(c1)COCO2	i	-4.6
CCOC(=O)c1ccc(NC(=O)CC2SC3=NCCN3C2=O)cc1 (stereo unspecified)	i	-17.0
CCOc1cc(C(=S)N2CCOCC2)ccc1OC(=O)c1ccccc1	i	-8.2
CCOC(=O)c1c(C)[nH]c(C)c1S(=O)(=O)N1CCOCC1	i	-7.6
NC(=O)COC(=O)c1ccc2c(c1)C(=O)N(Cc1ccco1)C2=O	i	1.3
CCCCCCCC#Cc1ccccc1/C=N/S(=O)c1ccc(C)cc1 (stereo unspecified)	i	-20.2
CCOc1cc(NC(=O)CCl)c(OCC)cc1NC(=O)CCl	i	-40.6
CN(C)S(=O)(=O)c1cccc(NC(=O)CSc2ncnc3ccccc23)c1	i	2.2
Cc1onc(-c2ccccc2Cl)c1C(=O)Nc1ccccc1C(N)=O	i	-15.3
O=C(Nc1ccc2nc(-c3ccccc3)[nH]c2c1)c1cccs1	i	-8.1
Cc1ccc(Nc2nc3nonc3[nH]c2=O)cc1C	i	17.1
O=C(NCCCn1ccnc1)c1ccc2c(c1)OCCO2	i	-4.0
Cc1nc2nc(-c3cccs3)cn2nc1C	i	-6.9
Fc1cc(Cl)c(OCc2noc(-c3ccsc3)n2)c(Cl)c1	i	-22.6
COc1cc(NC(=O)CN2CC(c3ccccc3)CC2=O)cc(OC)c1 (stereo unspecified)	i	-9.3
C[N+]1(CC(O)c2ccccc2)CCCCCC1 (stereo unspecified)	i	3.0
Cc1nc(C(C)N(C)Cc2c(C(=O)N3CCCCC3)nc3c(C)cccn23)c(C)s1 (stereo unspecified)	i	-11.0
Nc1nccc(/C=C/c2c(F)cccc2Cl)n1	i	-24.0
O=C(Nc1cccc(Cl)c1)Nc1ccc2c(c1)C(=O)OC2	i	-11.9
CCOC(=O)NC(=S)c1ccc[nH]1	i	-8.7
CCCCC(=O)NNC(=S)NC(=O)c1ccc(C)cc1	i	-5.8

Compound profiles, as listed above. Screens in order: CHT PAM | OX1R antagonist
O=C(Nc1cccc(Cl)c1)Nc1ccc2c(c1)C(=O)OC2 is listed as i | -11.9
CCOC(=O)NC(=S)c1ccc[nH]1 is listed as i | -8.7
Cc1onc(-c2ccccc2Cl)c1C(=O)Nc1ccccc1C(N)=O is listed as i | -15.3

Four successive records already listed, for reference:
SMILES	CHT PAM	OX1R antagonist
CCOc1cc(NC(=O)CCl)c(OCC)cc1NC(=O)CCl	i	-40.6
CN(C)S(=O)(=O)c1cccc(NC(=O)CSc2ncnc3ccccc23)c1	i	2.2
Cc1onc(-c2ccccc2Cl)c1C(=O)Nc1ccccc1C(N)=O	i	-15.3
O=C(Nc1ccc2nc(-c3ccccc3)[nH]c2c1)c1cccs1	i	-8.1
